human PMI inhibitors = human PMI inhibitors, high substrate, primary screen, biochemical, fluorescence intensity, high mannose 6-phosphate (AID 1220); recombinant PMI enzyme, coupled fluorescence intensity; higher % means a stronger effect; one-dose inhibition, % at 20 µM; IC50 in µM for titrated hits; 190,000 compounds, 0.66% hits
TNAP activators = stimulation of alkaline phosphatase TNAP activity – biochemical, luminescent, no phosphate acceptor, uHTS, primary screen (AID 1001); 200,000 compounds, 0.03% hits; one-dose activation fold at 20 µM; EC50 in µM for titrated hits; purified TNAP, luminescent activation assay, no phosphate acceptor; higher activation fold means a stronger effect; in the data active = activation fold from about 3, or a potency from the dose series; inactive = the rest, 99 in 100 with activation fold below about 1.6; also: many of its hits are not listed in these tables
MT stabilize HCS = stabilizes microtubules in HeLa cells. HeLa tubulin immunostaining HCS, 24 h; share of cells brighter than vehicle mean+2SD. % tubulin-high responders, % at 10 µM. 200,000 compounds, 0.83% hits. AID 2205;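 active = plate Z-score above 3 for both tubulin-high and condensed-nucleus cell shares, with cell loss under 80%, at 10 µM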;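 also: anti alpha tubulin signal scored within the nucleus-defined area of each cell; some results filed as inactive read as strong as hits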
bCat nuc transl = beta-catenin nuclear translocation modulation; AID 1665; 190,000 compounds, 0.3% hits; HeLa beta-catenin nuclear translocation, immunofluorescence imaging; nuclear translocation activity, % at 5 µM;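 active = nuclear translocation activity above 50% at 5 µM, with a well cell count of 50 or more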;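 also: per-cell ratio of nuclear to cytoplasmic median beta-catenin stain intensity; plate controls were DMSO negative control for no effect and GSK-3 inhibitor IX positive control for full effect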
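System: HeLa cells, endogenous beta-catenin; compound dosing: 5 µM primary single dose, 0.1% DMSO, 0.02–20 µM confirmation series; incubation: 24 h compound exposure at 37°C, 5% CO2; signal: beta-catenin immunofluorescence imaging with DAPI; evaluation: % activation, nuclear-to-cytoplasmic median beta-catenin signal ratio per cell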
Autophagy HCS = alters autophagy in cells; MEF GFP-LC3 puncta imaging; test concentration mostly 10 µM; calls only at 10 µM (by protocol); 190,000 compounds, 0.98% hits;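 active = percentage of spot-positive cells more than 3 SD above its plate mean, without a fluorescence outlier flag or 80% toxicity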;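 also: spot-positive cell cutoff set from DMSO-treated cells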
human PMI inhibition = MPI enzyme activity inhibition – biochemical, fluorescence intensity, coupled assay, primary screen (AID 1209) | purified PMI enzyme, coupled fluorescence intensity; higher % means a stronger effect | one-dose inhibition, % at 20 µM; IC50 in µM for titrated hits | 190,000 compounds, 0.42% hits;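 also: plate controls were DMSO vehicle for no effect and wells lacking substrate for full effect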
Insulin prom up = MIN6 insulin promoter up-regulation | MIN6 insulin promoter-GFP reporter, high-content imaging; stronger effect = higher value | z-score at 5 µM | 190,000 compounds, 0.3% hits;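 active = z-score above 3 at 5 µM with at least 500 cells counted in the well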
Lipid droplet = hepatic lipid droplet formation modulation. AML12 mouse hepatocytes, oleate lipid droplets, BODIPY imaging. inhibition, % at 6.5 µM. 240,000 compounds, 0.4% hits. AID 1656;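 active = lipid droplet intensity inhibited by at least 50%, with more than 500 cells counted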
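Material: mouse AML12 hepatocyte cell line, fixed after treatment; Timing: compound with oleate, overnight; Technique: high-content imaging of BODIPY-stained droplets and DAPI nuclei; Probe or stimulus: oleate, 100 µM final; Dosing: compound at 6.5 µM only.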
T cell modulator = T cell immune modulators affecting CD8 T cell-vesicle binding. 330,000 compounds, 0.068% hits. AID 2052. calls only at 7 µM. 2C CD8+ T cell-vesicle binding, flow cytometry; stronger effect = lower value;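 active = response, share of CD8 T cells binding vesicles, and their 90th percentile fluorescence all below set limits, cut at about 80% in these data, passing the limit was not always enough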
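Test system: purified 2C TCR transgenic mouse naive CD8+ T cells. Probe or stimulus: QL9-peptide-loaded Drosophila micro-vesicles bearing Ld, ICAM-1 and B7-1. Incubation: binding step 1.5 h, 37 °C, antibody labelling 20 min, ice. Measured by: flow cytometry of vesicle-bound cells.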
Insulin prom up cell count = recorded beside Insulin prom up, whose call it bears; cell count; measured here: cytotoxicity, nuclei count;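 total cells summed across four imaged fields per well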
Lipid droplet cells 6.5 µM = second read-out of Lipid droplet, no call of its own (marks repeat the call); cell count; measured here: cell count, cytotoxicity flag;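 cells counted across two imaged fields per well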
bCat nuc transl cell count 5 µM = also measured in bCat nuc transl; calls as there; cell count; measured here: cell count, cytotoxicity flag
T cell modulator vesicle-bound % = second read-out of T cell modulator, no call of its own (marks repeat the call); double positive events, %; measured here: CD8+ vesicle-bound cell fraction;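 binding gate set so that unloaded-vesicle control wells show 10% double positive cells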
MT stabilize HCS Hoechst-high % = also measured in MT stabilize HCS; calls as there; % Hoechst-high responders; measured here: nuclear condensation Hoechst responders;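 share of cells brighter than vehicle mean plus two SD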
MT stabilize HCS cytotoxicity % = further read-out of MT stabilize HCS, marked with its call; toxicity, %; measured here: cytotoxicity by cell density;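 0% = mean cell density of plate MIN control wells and 100% = no cells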
Autophagy HCS cell loss 18 h = further read-out of Autophagy HCS, marked with its call; toxicity, %; measured here: cell loss, nuclei count;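 cell loss after 18 h compound exposure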
* hit, by the source's call; i = inactive; · = not tested or not shown. Rule as the data show it, unless noted: active = inhibition above about 50%; inactive = the rest.

SMILES	human PMI inhibitors	TNAP activators	MT stabilize HCS	MT stabilize HCS Hoechst-high %	MT stabilize HCS cytotoxicity %	bCat nuc transl	bCat nuc transl cell count 5 µM	Autophagy HCS	Autophagy HCS cell loss 18 h	human PMI inhibition	Insulin prom up	Insulin prom up cell count	Lipid droplet	Lipid droplet cells 6.5 µM	T cell modulator	T cell modulator vesicle-bound %
CC(C)(C)c1cc(C(=O)N/N=C/c2ccc([N+](=O)[O-])s2)n[nH]1	·	·	·	·	·	-3.1	1101	·	·	·	-0.18	1409	0	721	i	8
CCN(CC(=O)NC(=O)NCc1ccco1)Cc1nc2ccccc2c(=O)[nH]1	-16%	1.3	1.6	2.0	6.4	·	·	i	-7	0%	1	1374	-1	673	i	43
O=C(CSc1ccccc1)Nc1nnc(/C=C/c2ccccc2)s1	12%	1.1	3.0	1.9	7.3	0.1	1096	i	4	14%	-0.52	1470	17	624	i	7
CCOC(=O)c1cc2c(=O)n3cccc(C)c3nc2n(C)c1=N	-1%	1	5.2	1.8	12	-4.8	729	i	-16	-9%	0.16	1138	·	·	·	·
N#Cc1nc(-c2ccco2)oc1NCCc1ccccc1	8%	1.1	4.0	1.7	5.3	-1.0	1129	i	4	11%	0.14	1218	-15	688	i	23
Cc1ccc(S(=O)(=O)NCCOc2nc(N(C)C)nc(N3CCOCC3)n2)cc1	16%	1.1	1.9	0.9	3.4	·	·	i	-1	16%	·	·	-7	723	i	28
C/C(=N\OC(=O)c1ccc(Br)cc1)c1ccccn1	9%	1.1	3.2	2.8	6.7	·	·	i	-6	2%	0.35	1295	26	710	i	46
COC(=O)CSc1nc(C)c(Oc2ccccc2)c(=O)[nH]1	0%	1.1	2.8	1.4	6.6	0.5	1197	i	3	4%	-0.5	1083	·	·	i	27
COCCNC(=S)N1CCC(NC(=O)c2ccco2)CC1	-2%	1.1	2.3	1.8	15	-1.7	946	i	-10	1%	0.86	1571	7	667	i	27
COc1cc(S(=O)(=O)Nc2ccccc2C)ccc1NC(=O)c1ccncc1	-7%	1.1	3.6	3.0	7.3	3.2	1071	i	21	0%	-0.59	1337	-14	675	i	61
O=C(CSc1ccc2c(c1)OCCO2)Nc1ccc(Cl)cn1	1%	1.1	2.4	1.3	10	-0.9	829	i	-23	1%	0.22	1088	·	·	i	33
COc1cc2c(cc1NC(=O)COC(=O)/C=C/c1ccc([N+](=O)[O-])cc1)oc1ccccc12	·	·	·	·	·	-0.7	1274	·	·	·	-0.03	1044	9	684	i	22
CSc1nsc(/C=C/Nc2ccc(C)cc2)c1C#N	-21%	1	1.1	1.3	8.1	1.4	1179	i	-2	3%	3.5*	1106*	-20	732	i	24
O=c1ccc2cc(O)c(O)cc2o1	·	0.7	4.8	2.8	5.9	·	·	i	28	·	·	·	-10	741	i	65
O=C(O)c1cc(Nc2nc(N3CCOCC3)nc(N3CCOCC3)n2)ccc1Cl	-6%	1.1	4.1	2.1	2.4	1.5	523	i	2	5%	·	·	2	756	i	58
CCOC(=O)C1=C(c2ccccc2)OC(N)=C(C#N)C1c1cccs1 (stereo not given)	5%	1.1	4.4	1.6	4.0	-0.1	1376	i	-23	0%	0.78	1234	·	·	i	38
Cc1ccc(S(=O)(=O)N2CCCC2C(=O)OCc2ccco2)cc1 (stereo not given)	-3%	1.1	3.3	2.0	6.6	1.3	855	i	2	8%	1.7	1226	4	801	i	21
CCCc1[nH]nc2c1C(c1ccc(OC(=O)N3CCOCC3)cc1)C(C#N)=C(N)O2 (stereo not given)	13%	0.9	3.1	2.4	7.0	2.6	1376	i	15	-1%	-0.33	1290	·	·	i	19
CCNC(=S)NNC(=O)Cc1ccccc1	0%	2.7	3.4	1.8	7.0	·	·	i	14	-3%	·	·	·	·	i	27
COCCCNC(=S)N1CCN(c2ccc([N+](=O)[O-])cc2)CC1	-6%	1	3.6	2.7	4.3	-2.4	1165	i	30	5%	-0.21	1504	-21	593	i	43
Cc1sc2ncnc(NCc3ccccc3)c2c1C	-1%	1	3.7	2.6	6.6	1.7	1237	i	17	-4%	-0.16	1607	·	·	i	13
Cc1ccc(NC(=O)C2c3ccccc3Oc3ccccc32)nc1	4%	1.1	1.0	0.7	7.7	0.4	1061	i	11	8%	0.03	1452	2	695	i	33
CC(C)(C)c1ccc(/C=N/NC(=S)NCc2ccccc2)cc1	-8%	1	4.8	2.1	9.7	-0.9	945	i	-8	8%	·	·	2	609	i	52
CC1=NN(C(=O)COc2ccc(C)c(C)c2)C(O)(c2ccccc2)C1 (stereo not given)	9%	1	4.4	2.1	5.5	0.1	1091	i	-4	10%	0.8	1558	-3	716	i	·
C/C(CC(=O)Nc1ccccn1)=N\NC(=O)c1cccc(C)c1	-3%	1.1	2.6	1.8	7.0	0.4	1067	i	-15	7%	1.5	1387	17	777	i	32
COc1cc(C(N)=O)cc(Cl)c1OCc1ccccc1	8%	1.1	5.1	5.5	4.7	0.2	471	i	-11	-1%	-0.01	1335	0	680	i	14
Cc1cccc(NC(=S)N2CCC(C(N)=O)(N3CCCCC3)CC2)c1C	0%	1.1	3.5	2.2	7.5	-1.4	1078	i	-6	2%	-0.04	1230	-2	657	i	26
O=C(Nc1ccccc1-c1ccccc1)NC1CCN(C(=O)N2CCOCC2)CC1	2%	1.1	3.5	1.1	6.6	-2.6	1197	i	1	4%	0.14	1244	-19	743	i	40
COc1ccc(CNC(=O)C/C(C)=N/NC(=O)C(c2ccccc2)c2ccccc2)cc1	12%	1	3.1	2.7	7.4	0.7	1391	i	9	14%	0.75	1579	·	·	i	33
Cn1c(SCC(=O)N/N=C/c2ccc([N+](=O)[O-])s2)nnc1-c1ccc(Cl)cc1	14%	0.9	3.5	3.1	1.4	-3.2	577	i	23	-4%	-0.13	1044	-12	655	i	25
O=C(Nc1ccc2c3c(cccc13)CC2)c1cccc([N+](=O)[O-])c1	5%	1.1	5.7	2.6	5.8	1.5	1026	i	14	17%	0.03	1491	11	614	i	49
CCCCc1ccc(NS(=O)(=O)c2cccs2)cc1	8%	1.1	3.4	2.2	10	-1.8	1388	i	3	12%	1.2	1632	·	·	i	41
O=C(Nc1ccc2c(c1)OCO2)C1COc2ccccc2O1 (stereo not given)	24%	1.1	5.7	1.1	2.2	-2.1	1012	i	28	14%	0.61	1229	·	·	i	3
NC(=O)NC(c1ccc(Cl)cc1)c1ccccc1Cl (stereo not given)	·	·	·	·	·	-4.2	1168	·	·	·	-0.27	1238	-2	673	i	57
CCC(C)(C)NC(=O)CN(Cc1ccc2c(c1)OCO2)C(=O)CCC(=O)Nc1nccs1	4%	1.1	3.2	2.4	15	-0.8	1071	i	1	-5%	-0.24	1538	-4	664	i	62
Cc1ccc(CS/C(Nc2ccccc2C)=C(\C#N)C(N)=O)c(C)c1	3%	1.1	2.9	1.9	5.5	-0.4	493	i	1	-9%	0.22	1246	9	664	i	20
Cc1nc(Br)c(Br)c(C)c1Br	·	·	·	·	·	-0.6	1307	·	·	·	-0.38	1042	13	427	i	56
Cc1ccc[n+](CC(=O)N2CCCc3ccccc32)c1	12%	1.1	2.1	1.3	4.2	-2.1	1014	i	-9	8%	-0.18	1418	9	763	i	51
Cc1cccc(CSCCNC(=O)COc2ccc(Cl)cc2)c1	7%	1.1	4.8	1.3	9.9	0.3	746	i	2	19%	0.15	1368	-2	718	i	30
CCOc1ccc(NC(=O)c2ccc(F)c(S(=O)(=O)N3CCN(c4ccccn4)CC3)c2)cc1	-4%	1.1	9.0	1.4	14	-4.1	953	i	-2	-2%	-2	744	·	·	i	38
COCCn1c(NCc2ccccc2)nc2c1c(=O)[nH]c(=O)n2C	-3%	1.1	1.5	1.2	2.9	1.9	1188	i	-12	1%	-0.45	1042	6	805	i	34
CCCc1cc(C(=O)Nc2ccc(F)cc2F)no1	1%	1.1	6.0	2.4	6.1	·	·	i	2	-6%	-0.1	734	·	·	i	21
CSc1cccc(CN2CCN(CCc3ccccc3)C(CCO)C2)c1 (stereo not given)	-4%	1.1	3.8	3.0	6.7	2.0	1044	i	8	2%	-0.23	1348	-7	712	i	57
